Source: PubChem (National Center for Advancing Translational Sciences (NCATS))
Tb PFK inh: qHTS Assay to Find Inhibitors of T. brucei phosphofructokinase; T. brucei PFK, ADP-Glo luminescence; ATP-dependent 6-phosphofructokinase (Trypanosoma brucei brucei), O15648; 0.17% of 330,000 active; Potency, µM (highest dose often 57.5 µM), for inactives: at the top dose activity, negative = inhibition, usual class: inhibitors; AID 485367, 2010;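 also: potency is read from the fitted curve at half-maximal effect; 0% = uninhibited 1x PFK enzyme wells and -100% = no-enzyme wells; nearly all actives have a fitted effect of over 60% in size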
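Luminescent ADP detection (ADP-Glo, two-step: ATP depletion then ADP-to-ATP conversion for luciferase) reported PFK activity after 45 min room-temperature reaction of 1.25 nM enzyme with 0.5 mM F6P and 0.1 mM ATP at pH 8.0.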
TSHR antagonist: Antagonists of the Thyroid Stimulating Hormone Receptor: HTS campaign. TSHR-expressing cells, TSH-stimulated cAMP HTRF, 2 h; stronger effect = lower value. activity change, negative = inhibition, % at 11.5 µM. AID 504810, 2011. 0.2% of 330,000 active. Thyrotropin receptor (Homo sapiens), P16473;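 active = activity change below a set negative limit, meaning inhibition stronger than a set level, cut at about -70% in these data; inconclusive = activity change between two set negative limits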; also: % is scaled to controls: 0 for no effect and ±100 for the full control effect
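Competitive HTRF cAMP read-out (cryptate anti-cAMP antibody, cAMP-d2; 30 min, room temperature) in freshly harvested TSHR cells. Compounds added before TSH at EC80 (4nM final), followed by 2 hours' incubation at 37 deg C.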
Mito fusion act: qHTS Assay for Small Molecule Inhibitors of Mitochondrial Division or Activators of Mitochondrial Fusion; S. cerevisiae fusion-defective mutant growth rescue, CellTiterGlo 48 h; Potency, µM (highest dose often 46.1 µM), inactives show at the highest dose growth rescue (activation), usual class: activators; 0.23% of 320,000 active;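 also: potency is read from the fitted curve at half-maximal effect; % of control where 0% means no effect; nearly all actives have a fitted effect of over 45% in size; temperature-sensitive fusion mutants such as fzo1-1 at 37 °C on non-fermentable ethanol glycerol medium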
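Yeast fusion mutant, YPEG (non-fermentable carbon), compound, 48 h at 37C non-permissive; CellTiterGlo added, 10 min RT, luminescence read. Rescued growth = division inhibition.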
Chronic BCR inh: qHTS Assay to Find Inhibitors of Chronic Active B-Cell Receptor Signaling | ABC-DLBCL IkBa-CBG/CBR reporter, luminescence ratio, 4 h | Potency, µM (doses to about 46.1 µM), without a hit: at the highest dose ratio change, negative = lower green/red ratio, most hits filed as inhibitors | 0.05% of 340,000 active | AID 493014, 2011; active = well fitted inhibition curve with a large enough effect in the signal ratio, with a control signal flat, not every such curve was filed as active; inconclusive = small, poorly fitted or top-dose-only effect, or effect the other way, or a change in a side signal; the % refers to the signal ratio;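 also: potency is read from the fitted curve at half-maximal effect; plate controls were basal doxycycline-induced cells for no effect and cells given 10 µM MG132 for full effect; MG132 reads +100%, hits lower the ratio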
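TMD8 human ABC-DLBCL cells with doxycycline-inducible IκBα–green luciferase fusion and unfused red luciferase, in 0.5% FBS medium; compounds up to 46 uM, 4 h at 37C. Green/red luminescence ratio, filter-overlap corrected, fitted to concentration-response curves.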
Eya2 inh: qHTS Assay for Inhibitors of the Phosphatase Activity of Eya2. recombinant Eya2, OMFP fluorescence dephosphorylation (OMFP is methylfluorescein phosphate). Potency, µM (highest dose often 76.9 µM), for inactives: at the top dose activity, negative = inhibition, hits mostly inhibitors. 0.006% of 330,000 active; also: potency is read from the fitted curve at half-maximal effect; % is scaled to controls: 0 for no effect and ±100 for the full control effect
Target sequence (O00167 whole entry, looked up): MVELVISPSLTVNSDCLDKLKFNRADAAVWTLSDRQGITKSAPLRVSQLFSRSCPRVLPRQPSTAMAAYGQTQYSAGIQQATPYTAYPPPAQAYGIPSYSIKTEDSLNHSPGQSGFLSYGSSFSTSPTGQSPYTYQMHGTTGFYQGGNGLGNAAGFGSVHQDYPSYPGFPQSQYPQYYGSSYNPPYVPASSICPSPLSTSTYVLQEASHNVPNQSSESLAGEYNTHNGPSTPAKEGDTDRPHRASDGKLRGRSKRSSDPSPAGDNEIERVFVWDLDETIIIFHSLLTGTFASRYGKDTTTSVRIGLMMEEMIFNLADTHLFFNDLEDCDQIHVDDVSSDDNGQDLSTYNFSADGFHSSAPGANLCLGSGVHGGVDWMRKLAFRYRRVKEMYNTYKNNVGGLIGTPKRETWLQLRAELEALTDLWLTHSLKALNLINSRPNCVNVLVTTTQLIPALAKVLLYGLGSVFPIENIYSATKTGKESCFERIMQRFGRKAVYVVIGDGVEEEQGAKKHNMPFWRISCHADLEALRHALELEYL
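Eya2 protein (added as 0.2 uM solution) was preincubated with compound for 10 min at ambient temperature in 50 mM HEPES pH 7.5, 50 mM NaCl, 5 uM MgCl2, 0.05% BSA, 1 mM DTT. OMFP (added at 50 uM) then reacted 10 min; fluorescence read at 485/525 nm.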
Integrin act MD: qHTS for Activators of Integrin-Mediated Alleviation for Muscular Dystrophy | alpha7betagal myoblasts, beta-gal FDG fluorescence, 48 h | Potency, µM (doses to about 38.3 µM), for the others: top-dose activation, most hits filed as activators | 0.064% of 350,000 active | AID 624291, 2012;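 also: potency is read from the fitted curve at half-maximal effect; 100% = response of the positive control SU9516; nearly all actives have a fitted effect of over 60% in size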
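alpha7betagal+/- myoblasts (passage 13, 250/well) treated 48 h at 37C with compounds at 1:260 dilution of DMSO stock. Lysed, then beta-galactosidase activity read as FDG fluorescence (ex 480/em 540) after 30 min, with pre-read for autofluorescence.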
AT treatment: qHTS Assay for Identifying a Potential Treatment of Ataxia-Telangiectasia | Potency, µM (highest dose often 57.5 µM), for the others: top-dose activation, hits mostly activators | AID 485349, 2010 | […] A-T fibroblasts, KAP-1 phosphorylation AlphaLISA; neocarzinostatin DNA damage 30 min before lysis | 0.19% of 320,000 active; also: potency is read from the fitted curve at half-maximal effect; % of control where 0% means no effect; nearly all actives have a fitted effect of over 45% in size
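ATM-like activity read as KAP-1 phosphorylation via AlphaLISA donor/acceptor antibody pairs after lysis and 6 hr at 25C. Cells were ATM-null patient fibroblasts ([…], hTERT), dosed 60 min, then exposed to the DSB inducer NCS for 30 min.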
PTAP TSG101 blk: qHTS Assay for Iinhibitors of HIV-1 Budding by Blocking the Interaction of PTAP/TSG101; Potency, µM (top dose mostly 115 µM), for inactives: at the highest dose activity change, negative = inhibition, actives largely listed as inhibitors; Tumor susceptibility gene 101 protein (Homo sapiens), Q99816; AID 493005, 2010; Fluorescence polarization, FITC-PTAP peptide / Tsg101 binding; 340,000 tested, under 10 active; active = well fitted inhibition curve with a large enough effect in the main read-out, with a control signal flat, not every such curve was filed as active; inconclusive = small, poorly fitted or top-dose-only effect, or effect the other way, or a change in a side signal; inactive = no such curve, though single readings can be large or run the other way; also: potency is read from the fitted curve at half-maximal effect; % of control where 0% means no effect
Target sequence (Q99816 whole entry, looked up): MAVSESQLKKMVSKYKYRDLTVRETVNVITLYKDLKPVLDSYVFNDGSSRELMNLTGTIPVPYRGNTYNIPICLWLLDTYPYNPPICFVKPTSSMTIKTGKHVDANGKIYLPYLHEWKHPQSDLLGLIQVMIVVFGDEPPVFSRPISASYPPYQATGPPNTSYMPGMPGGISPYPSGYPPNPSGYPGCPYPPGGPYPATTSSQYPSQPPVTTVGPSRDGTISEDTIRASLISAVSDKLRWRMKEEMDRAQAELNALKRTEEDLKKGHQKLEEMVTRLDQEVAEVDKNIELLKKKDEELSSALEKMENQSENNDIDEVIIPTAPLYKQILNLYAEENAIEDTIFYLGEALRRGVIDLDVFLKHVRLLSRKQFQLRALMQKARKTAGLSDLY
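Fluorescence anisotropy tracks displacement of a FITC-tagged PTAP peptide (50 nM) from the Tsg101 binding domain (10 uM), following a 20 min room-temperature incubation at pH 7.5.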
ASM inhibitor: Inhibitors of Secretory Acid Sphingomyelinase (S-ASM): qHTS. Sphingomyelin phosphodiesterase (Homo sapiens), P17405. Potency, µM (highest dose often 57.5 µM), for the others: at the top dose activity change, negative = inhibition, most hits filed as inhibitors. placental ASM, HMU-PC fluorogenic substrate, 60 min. 0.006% of 340,000 active. AID 504937, 2011; also: potency is read from the fitted curve at half-maximal effect
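Fluorescence read-out (Ex 386 nm, Em 447 nm) after stopping the reaction at pH 10. Enzyme: ASM from human placenta; substrate HMU-PC0, 9 uM final; 60 min, 37 °C. Compound preincubation 10 min, ambient temperature.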
ELG1 repair inh: qHTS screen for small molecules that inhibit ELG1-dependent DNA repair in human embryonic kidney (HEK293T) cells expressing luciferase-tagged ELG1; HEK293T ELG1-luciferase reporter, luminescence, 16 h; DNA damage induced by 5-fluorouridine; Potency, µM (titrated, usually from 46.1 µM), for the others: top-dose activity change, negative = inhibition, most hits filed as inhibitors; 2.3% of 330,000 active; AID 504467, 2011; also: potency is read from the fitted curve at half-maximal effect; % is scaled to controls: 0 for no effect and ±100 for the full control effect; nearly all actives have a fitted effect of over 55% in size
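In this reporter screen, reduction of luminescence relative to DMSO vehicle indicated activity. Compounds and 5-fluorouridine were added together to 2,000 cells per well, incubated for 16 hr at 37 °C, then developed with ONE-Glo.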
TCR act: Activators of T cell receptors: qHTS campaign; 330,000 tested, under 10 active; primary human leukocytes, anti-CD3, IL-2 HTRF, 48 h; Potency, µM (series often up to 9.22 µM), for inactives: top-dose activation of IL-2 secretion, usual class: activators; also: % of control where 0% means no effect
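Primary human leukocytes were stimulated with a-CD3 beads plus compounds for 48 hr without co-stimulation; secreted IL-2 was quantified by HTRF using a-IL-2-K (europium cryptate) and a-IL-2-d2, excited at 320nm with acceptor emission read at 665nm.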
An asterisk follows results filed as active; i = inactive; ? = inconclusive; . = not tested or not shown; [ ] = remark or other dose. Unless noted, calls follow the shape of the dose curve; as a rule, active = well fitted curve in the direction sought with a large enough effect; inconclusive = small, poorly fitted or top-dose-only effect, or another doubt; inactive = no such curve, though single readings can be large; an effect the other way counts as inactive or inconclusive. Compounds were not picked by outcome. Share with any hit: about 3.2%.

SMILES	Tb PFK inh	TSHR antagonist	Mito fusion act	Chronic BCR inh	Eya2 inh	Integrin act MD	AT treatment	PTAP TSG101 blk	ASM inhibitor	ELG1 repair inh	TCR act
CC1=C(C(=O)OC(C)C)C(c2cccnc2)C2=C(CCCC2=O)N1 (stereo not given)	0%	2	8%	-3%	16%	35%	-5%	-5%	.	4%	11%
C=CCN1C(=O)/C(=C\c2ccc(Cl)cc2)N=C1SCC(=O)NC1CCCCC1	3%	-6	-1%	4%	-24%	-9%	3%	-3%	24%	7%	4%
CCOC(=O)N1CCN(c2ccc(C(C)=O)cc2F)CC1	2%	27	9%	2%	-1%	-13%	.	1%	-2%	-8%	-3%[46.1 µM]
CC1Cc2ccccc2N1C(=O)COC(=O)Cn1cnc2ccccc2c1=O (stereo not given)	-3%	-4	0%	0%	3%	10%	9%	-3%	-1%	?	.
CCNc1oc(/C=C/c2ccc(OCC)cc2)nc1C#N	-2%	-4	-2%	?	-8%	-13%	8%	-1%	i	?	1%
CCOC(=O)N1CCN(c2nc(-c3ccco3)cc(C(F)(F)F)n2)CC1	-1%	8	0%	0%	22%	2%	12%	1%	-1%	?	-4%
Cc1cccc(-n2nnnc2SCC(=O)N(CC(C)C)c2c(N)n(CC(C)C)c(=O)[nH]c2=O)c1	-1%	3	-5%	6%	9%	17%	1%	3%	6%	3%	4%
COc1ccc(/C=N\NC(=O)c2c(C)nc3ccc(Br)cn23)cc1	-5%	3	0%	?	0%	-43%[inhibitor]	1%	-2%	-2%	-3%	-5%[46.1 µM]
Cc1[nH]c2ccc(-c3nnc(SCC(=O)c4ccccc4F)o3)cc2c1C	-2%	7	1%	?	-2%	27%	4%	2%	-5%	-15%	0%
COC(=O)c1scc(C)c1NC(=O)Cc1ccccc1	1%	6	5%	-11%	-8%	1%	-1%	-11%	1%	3%	-7%
Cc1ccc(N(CC(=O)NC2CCCCC2)C(=O)CNC(=O)c2ccco2)cc1F	3%	6	-1%	?	13%	-9%	3%	-10%	-2%	12%	-6%
Cc1ccc(NC(=O)c2ccccc2)cc1OC(=O)c1ccccc1	1%	9	3%	?	17%	?	12%	-7%	-12%	?	3%
O=C(NCCCn1ccnc1)Nc1cccc(Cl)c1	-3%	-4	2%	?	16%	-3%	-7%	-3%	3%	?	1%
COC(=O)c1sccc1NC(=O)CSc1cc(Cl)ccc1Cl	1%	-13	3%	8%	-5%	-11%	-1%	-5%	-8%	-1%	7%
COC(=O)c1cc(OCC(=O)NC2CCCc3ccccc32)cc(C(=O)OC)c1 (stereo not given)	3%	2	-12%	2%	-1%	10%	3%	0%	-4%	?	4%

The final two records of the section before are carried over, then new ones follow:
SMILES	Tb PFK inh	TSHR antagonist	Mito fusion act	Chronic BCR inh	Eya2 inh	Integrin act MD	AT treatment	PTAP TSG101 blk	ASM inhibitor	ELG1 repair inh	TCR act
COC(=O)c1sccc1NC(=O)CSc1cc(Cl)ccc1Cl	1%	-13	3%	8%	-5%	-11%	-1%	-5%	-8%	-1%	7%
COC(=O)c1cc(OCC(=O)NC2CCCc3ccccc32)cc(C(=O)OC)c1 (stereo not given)	3%	2	-12%	2%	-1%	10%	3%	0%	-4%	?	4%
COc1cc(C(C[N+](=O)[O-])c2c(C)[nH]c3ccccc23)cc(OC)c1OC (stereo not given)	0%	1	-3%	?	-5%	-3%[7.66 µM]	-8%	-2%	0%	3%	3%
Cc1cccc(NC(=O)c2cc(N3C(=O)CCC3=O)ccc2Cl)n1	0%	6	-4%	3%	3%	10%	3%	.	2%	-9%	.
O=C(c1ccccc1)N1CCN(Cc2ccccc2Br)CC1	-1%	-14	4%	-6%	-7%	-8%	3%	-8%	1%	-16%	-1%
CCN1C(=NCCOC)N[C@@H](c2cccs2)C(C(=O)OC)=C1C	0%	5	1%	5%	-4%	33%	-5%	0%	8%	-11%	8%
COc1ccc(NC(=O)C(NS(=O)(=O)c2ccc3c(c2)CCCN3C(C)=O)C(C)C)c(OC)c1 (stereo not given)	4%	120	3%	3%	-4%	20%	-7%	-1%	1%	20%	-1%
Cn1/c(=N/NC(=O)c2ccccc2F)sc2ccccc21	5%	-7	-1%	-14%	-9%	30%	-12%	-1%	-1%	?	-3%
CC(C(=O)NC1CCCC1)N(C(=O)c1ccc(-c2ccccc2)[nH]1)c1ccccc1F (stereo not given)	0%	-6	3%	?	-5%	2%	2%	-1%	-10%	?	4%
COC(=O)[C@H](Cc1ccccc1)NC(=O)N1CCN(c2ccccc2)CC1	4%	-1	-4%	2%	14%	-3%	5%	-3%	1%	-2%	-59%
CCOc1ccc2[nH]c(=O)c(C(c3nnnn3Cc3ccco3)N3CCCC(C)C3)cc2c1 (stereo not given)	-5%	10	0%	2%	11%	?	2%	-3%	41%	-4%	-9%
CCOC(=O)c1cnc(-n2cc(C)cn2)nc1Nc1ccccc1OC	-4%	1	-8%	?	-12%	0%	-9%	-4%	-3%	5.2µM*	-36%
CCn1c2ccccc2c2cc(NC(=O)c3ccco3)ccc21	-3%	-13	?	?	6%	-3%	9%	-2%	-5%	-16%	-1%
CCC(=O)OC1(C)C(=O)C2=COC(c3ccc(OC)cc3)=CC2=C(Br)C1=O (stereo not given)	-4%	-11	15%	?	-4%	-3%	-26%	-8%	3%	?	2%
COc1ccccc1NC(=O)CCn1c(=O)sc2ccccc21	-2%	5	0%	?	1%	-20%	8%	-2%	1%	-6%	-1%[46.1 µM]
COCCSc1nc(N)c(NC(=O)c2ccco2)c(=O)[nH]1	2%	-2	0%	0%	-7%	5%	2%	.	1%	-4%	1%
Cc1cc(C)cc(N2C(=O)CC(Sc3nnnn3-c3ccccc3)C2=O)c1 (stereo not given)	-2%	8	-30%[inhibitor]	?	-8%	-55%[inhibitor]	-9%	.	10%	19%	.
CCN(CC(=O)NCc1ccc(Cl)cc1)C(=O)CCC(=O)c1ccc(C)cc1	-1%	5	3%	6%	11%	9%	-6%	-2%	-1%	14%	-14%
Cc1[nH]c2ccccc2c1C(=O)CN1CCN(C/C=C/c2ccccc2)CC1	-4%	17	3%	-3%	-23%	-52%[inhibitor]	-7%	-5%	-2%	?	4%
CCN(CC)S(=O)(=O)c1ccc(/C=C/C(=O)Nc2ccc(F)cc2F)cc1	4%	-1	0%	?	0%	-4%	-2%	0%	2%	?	-2%[46.1 µM]
Cc1ccc(C(=O)c2cccc(N)c2)cc1C	-5%	-1	1%	?	5%	11%	0%	-2%	1%	?	-16%
Cc1ccc2nc(NCc3ccco3)c(C=NCc3ccco3)c(=O)n2c1	-15%	1	-4%	3%	25%	28%	0%	1%	2%	?	-1%
CCOc1cc(CN2CCC(n3nccc3NC(=O)C3CC3)CC2)ccc1O	1%	-4	-14%	0%	-5%	-7%	-1%	-4%	5%	11%	0%
CC(C)=N/N=C1\NC(=O)C(C)S1 (stereo not given)	4%	-4	-4%	-1%	6%	-9%	1%	-4%	1%	18%	-1%
